# Compound activity (PubChem BioAssay)
# GPR151 activ: activates the human receptor GPR151. PathHunter beta-arrestin GPR151 cells, luminescence. 1% of 650,000 active. activation, % at 11.2 µM; in the data active means activation above about 4.9%;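 further: 0% = median of compound wells and 100% = cells with positive control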
# Target sequence (Q8TDV0 whole entry, looked up): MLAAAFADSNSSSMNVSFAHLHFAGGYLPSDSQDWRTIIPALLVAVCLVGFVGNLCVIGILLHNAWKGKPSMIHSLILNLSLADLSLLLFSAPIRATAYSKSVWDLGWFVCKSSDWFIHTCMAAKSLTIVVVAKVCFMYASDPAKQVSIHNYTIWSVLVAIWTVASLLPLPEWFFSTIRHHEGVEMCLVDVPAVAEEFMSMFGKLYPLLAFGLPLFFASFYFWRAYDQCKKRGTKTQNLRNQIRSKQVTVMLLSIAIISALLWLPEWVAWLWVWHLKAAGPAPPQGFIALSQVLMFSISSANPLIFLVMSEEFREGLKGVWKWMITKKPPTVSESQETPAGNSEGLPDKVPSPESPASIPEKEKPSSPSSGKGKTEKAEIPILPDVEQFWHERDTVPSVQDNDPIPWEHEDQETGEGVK
# TEAD-YAP block: TEAD-YAP interaction inhibition | AID 1259422 | HEK-TIYL cells, TEAD-Gal4/YAP UAS-luciferase luminescence | inhibition, % at 9.12 µM | 1.4% of 640,000 active; in the data active means inhibition above about 32%;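 further: 0% = median of test compound wells and 100% = reference inhibitor wells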
# MITF inh: blocks human microphthalmia-associated transcription factor; AlphaScreen MITF homodimerization, bead proximity signal; inhibition, % at 2.6 µM; 0.91% of 650,000 active; AID 1259374; in the data active means inhibition above about 50%;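 further: 0% = vehicle wells with protein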
# Target sequence (O75030 whole entry, looked up): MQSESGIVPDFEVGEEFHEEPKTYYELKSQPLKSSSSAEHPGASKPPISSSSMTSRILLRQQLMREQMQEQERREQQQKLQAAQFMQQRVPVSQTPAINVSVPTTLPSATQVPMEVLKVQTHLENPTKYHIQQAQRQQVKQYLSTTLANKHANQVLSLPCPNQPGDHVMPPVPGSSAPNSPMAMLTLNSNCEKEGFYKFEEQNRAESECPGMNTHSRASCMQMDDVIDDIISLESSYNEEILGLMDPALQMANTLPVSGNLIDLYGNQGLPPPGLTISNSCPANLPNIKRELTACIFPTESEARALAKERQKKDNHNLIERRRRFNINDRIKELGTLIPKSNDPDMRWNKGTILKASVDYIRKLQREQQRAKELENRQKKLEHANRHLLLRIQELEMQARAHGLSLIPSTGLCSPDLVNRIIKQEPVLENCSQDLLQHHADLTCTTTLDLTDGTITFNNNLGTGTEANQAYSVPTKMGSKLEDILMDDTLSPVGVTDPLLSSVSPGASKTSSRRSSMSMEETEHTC
# FBW7 act: activators of human E3 ligase FBW7. 0.13% of 650,000 active. AlphaScreen FBW7–phospho-cyclin E peptide binding, activator screen. Q969H0. normalized activity (activation), % at 26.1 µM; in the data active means normalized activity above about 1.9%;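 further: purified mutant Fbw7 with reduced substrate affinity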
# The depositor's hits bear a star.
# Sequence of screens: GPR151 activ	TEAD-YAP block	MITF inh	FBW7 act
- COc1ccc(N2CCN(c3ccc(NC(=O)C4CCCCC4)cc3C#N)CC2)cc1
→ -2.0	5	13	0.2
- c1ccc(-c2ccc(-c3nc4nc(-c5ccccc5)c(-c5ccccc5)nn4c3-c3ccccc3)cc2)cc1
→ -0.6	12	5	0.3
- COc1ccc(S(=O)(=O)Nc2ccccc2C(=O)NC(C)C)cc1OC
→ 18*	0	-2	-0.1
- CCOc1ccc(C2C(C(=O)OC)=C(C)NC3=C2C(=O)CC(C)(C)C3)cc1 (stereo not given)
→ -0.4	10	4	-0.1
- COc1ccc(CC(=O)Nc2c3c(nn2-c2ccc(Cl)cc2)CS(=O)(=O)C3)cc1OC
→ 0.1	2	18	0.6
- COc1ccc(CCN(C)C2CCCN(C3CCSCC3)C2)cc1OC (stereo not given)
→ -0.1	-2	2	0.0
- Cc1ccc(/C(O)=C2/C(=O)C(=O)N(CCC(=O)O)C2c2ccc(C)cc2)cc1 (stereo not given)
→ -0.4	-2	13	0.2
- CC1CCCC(NC(=O)CC(C(=O)N2CCc3ccccc32)n2ccnc2)C1C (stereo not given)
→ -1.0	-6	3	-0.3
- COCCNC(=O)CC(c1ccccc1)c1ccccc1
→ -0.9	-1	-15	0.0
- CCC(=O)NCC1Cc2cc(Cl)cc(-c3ccncc3)c2O1 (stereo not given)
→ -0.6	-13	10	-0.1
- Cc1nc2c(c(C)nn2C)c(C)c1CCC(=O)NCc1cccnc1
→ 1.9	3	-1	-0.1
- O=C(Cn1cc[n+](Cc2ccccc2)c1)c1ccc([N+](=O)[O-])cc1
→ 1.4	13	-10	-0.2
- COc1cccc(NC(=O)CCC2CCN(C(=O)c3cnn(C(C)C)c3)CC2)c1
→ 1.6	10	11	0.2
- Brc1ccccc1C1Nc2cccc3cccc(c23)N1
→ 0.3	10	12	1.2
- O=C(CSc1nc2[nH]ncc2c(=O)n1-c1cccc(Cl)c1)Nc1ccccc1Cl
→ 0.3	19	-16	-0.1
- O=C(NCc1ccc(F)cc1)C(=O)Nc1ccccc1F
→ 0.0	-9	13	-0.1
- Cc1ccc(NC(=O)CN2CCN(c3ccc(O)cc3)CC2)c(C)c1
→ -0.8	-7	-10	0.0
- CCOC(=O)c1c(NC(=O)C2CC2)sc(C(=O)Nc2ccccc2)c1C
→ -0.8	-45	11	0.0
- Oc1ccccc1-c1cc(-c2ccccc2)n[nH]1
→ -2.9	-49	-7	-0.2
- CCOc1ccc2c(c1)C(=C1SC(C(=O)OC)=C(C(=O)OC)S1)C(=S)C(C)(C)N2C(=O)C1CC1
→ -0.9	11	26	-0.1
- O=C(CCCOc1ccc(Cl)cc1)Nc1ccc(S(=O)(=O)Nc2ncccn2)cc1
→ 0.1	-4	0	0.1
- COc1ccc2nc(NC(=O)c3sc4nc(C)ccc4c3N)sc2c1
→ -1.1	39*	-2	0.0
- CN(CC(=O)NCC1CCCO1)S(=O)(=O)c1ccc(F)cc1 (stereo not given)
→ -1.2	5	3	0.9
- O=C(O)c1cccc(S(=O)(=O)Nc2ccc(Br)cc2Br)c1
→ 1.6	0	3	0.0
- Cc1ccccc1CSCC1Nc2ccc(C(=O)N3CCN(c4cccc(C(F)(F)F)c4)CC3)cc2NC1=O (stereo not given)
→ -0.3	5	-9	-0.1
- Cc1ccccc1Nc1nc(N)nc(COC(=O)/C=C/c2ccc3c(c2)OCO3)n1
→ -1.3	-6	7	0.1
- CCOC(=O)c1ccc(NC(=S)NNC(=O)c2c(Br)c(C)nn2C)cc1
→ -1.9	5	3	0.2
- CCCOc1ccc(C(=O)CCNC(C)C(=O)O)cc1 (stereo not given)
→ -0.1	-3	-7	0.2
- Cc1ccc(/C=C2/C(=O)NC(=O)N(Cc3ccc(F)cc3)C2=O)s1
→ -0.7	-34	-7	-0.1
- COc1ccc(-c2cc(C(=O)NC3CCCCC3)no2)cc1OC
→ 0.8	-6	4	0.1

# New compounds follow:
# Sequence of screens: GPR151 activ	TEAD-YAP block	MITF inh	FBW7 act
- CCNC(=O)On1ccc2ccc(S(C)(=O)=O)cc21
→ 1.9	9	19	0.5
- Cc1nc(CSc2nc3ccccc3c(=O)n2Cc2ccco2)cs1
→ -1.4	-4	-5	-0.1
- COc1cccc(C(=O)N2c3ccc(C(c4ccccc4)(c4ccccc4)c4ccccc4)cc3C(C)=CC2(C)C)c1
→ -0.7	-3	1	0.0
- NNC(=S)Nc1cccc2ccccc12
→ 0.6	5	12	-0.1
- O=C(CN1CCC2(CC1)NC(=O)c1ccccc1O2)NCc1ccc(F)cc1
→ -0.6	-1	7	0.0
- COc1ccc(CN2CCc3c(nc(C)[nH]c3=O)C2)cc1OC
→ -1.0	-7	8	0.3
- CCCN(CC1CC1)C(=O)CC1C(=O)NCCN1Cc1ccc(Cl)c(F)c1 (stereo not given)
→ 2.0	4	13	0.3
- O=c1oc2cc(Cl)c(O)c([N+](=O)[O-])c2s1 (tested in a mixture with another compound)
→ -0.4	-2	39	-0.6
- O=C(NC1CCC1)c1cc(COc2cccc3cnccc23)on1
→ -0.5	27	6	0.0
- O=c1c2c(n(Cc3ccccc3)c3cc(Cl)ccc13)OCC2
→ 0.7	0	-8	-0.1
- Cc1cccc(Nc2ncnc3[nH]ncc23)c1
→ 0.6	-13	-3	-0.1
- COc1ccccc1-c1nc(SCC(C)=O)c2c(=O)n(C)c(=O)n(C)c2n1
→ 2.0	-2	3	0.0
- CC(=O)CSc1nc2c(c(=O)[nH]c(=O)n2C)n1C(C)C
→ 0.0	-24	-3	0.5
- CC(C)(C)SCCNC(=O)CN(c1cccc(Cl)c1)S(C)(=O)=O
→ 0.5	2	-11	-0.1
- COc1ccc(CCNC(=S)NNC(=O)C(C)Oc2ccc3c(c2)OCO3)cc1OC (stereo not given)
→ 0.5	5	15	0.2
- Cc1ccc(NC(=O)CN2c3cccc4cccc(c34)S2(=O)=O)cc1Br
→ -0.4	14	0	-0.2
- CNc1nc(SC)nc(Cl)c1Cc1ccc(OCC(C)C)cc1
→ -1.4	13	-8	0.0
- O=C1/C(=C/c2ccccn2)SC(=S)N1c1ccc2c(c1)OCO2
→ 3.4	-2	0	-0.2
- O=C(O)CC1S/C(=N/N=C/c2ccc(OC(=O)c3ccc(Cl)cc3)cc2)NC1=O (stereo not given)
→ 1.0	7	12	0.5
- Cn1c(CCNC(=O)CCC2(Cc3ccc(Cl)cc3)CCC(=O)N2)nc2ccccc21 (stereo not given)
→ 0.8	2	16	0.8
- CC1CCc2nc(NC(=O)CN3CCN(c4ccccc4F)CC3)sc2C1 (stereo not given)
→ 0.1	4	1	-0.2
- CC(C)c1ccc(/C=N/NC(=O)Cn2cncn2)cc1
→ 1.0	-13	5	-0.2
- O=C(N/N=C/c1ccccn1)c1ccc(Cl)c(Cl)c1
→ -0.3	11	15	0.1
- CC(=O)N1CCN(c2nc(OC(C(F)(F)F)C(F)(F)F)nc(N(c3ccccc3)c3ccccc3)n2)CC1
→ -1.8	-3	11	0.5
- CN(C)c1ccc(-c2nc3cc(NC(=O)c4ccc(Cl)c([N+](=O)[O-])c4)ccc3o2)cc1
→ 0.5	-4	-5	0.1
- CN(C)C(=O)c1ccc(Cn2nc(NC(=O)c3ccco3)c3ccccc32)cc1
→ -0.3	3	3	0.0
- Cc1nc(NCC2CCCO2)c2sc3nc4c(cc3c2n1)COC(C)(C)C4 (stereo not given)
→ -0.9	-3	9	-0.1
- Fc1ccc(-n2ncc3c(Nc4ccc5c(c4)OCCO5)ncnc32)cc1
→ -0.5	-26	7	0.5
- CN(CC(=O)N1CCc2ccccc21)S(=O)(=O)c1ccc2nc(-c3ccccc3)[nH]c2c1
→ -0.4	-1	12	-0.1
- O=C(Nc1ccc(-c2nc(-c3ccccc3)c3ccccc3n2)cc1)c1ccc([N+](=O)[O-])cc1
→ -2.0	16	2	0.8

# Three structures from above, ordered by count of non-hydrogen atoms, lowest first.
# Sequence of screens: GPR151 activ	TEAD-YAP block	MITF inh	FBW7 act
- CC(C)c1ccc(/C=N/NC(=O)Cn2cncn2)cc1
→ 1.0	-13	5	-0.2
- CN(C)c1ccc(-c2nc3cc(NC(=O)c4ccc(Cl)c([N+](=O)[O-])c4)ccc3o2)cc1
→ 0.5	-4	-5	0.1
- c1ccc(-c2ccc(-c3nc4nc(-c5ccccc5)c(-c5ccccc5)nn4c3-c3ccccc3)cc2)cc1
→ -0.6	12	5	0.3

# (continued)
# Sequence of screens: GPR151 activ	TEAD-YAP block	MITF inh	FBW7 act
- CCc1nnc2c3ccccc3c(-c3ccc(C)cc3)nn12
→ 1.8	4	9	-0.1
- Cc1ccc(NC(=O)C2C3C=CC4(O3)C2C(=O)N(C(C)c2ccccc2)C4C(=O)NC2CCCCC2)cc1C (stereo not given)
→ -0.7	8	-2	-0.1
- Cc1cn(-c2nc(-c3ccccc3)sc2-c2ccccc2)c(=O)[nH]c1=S
→ -0.9	-15	14	0.0
- Cc1cccc(NC(=O)c2cc(S(=O)(=O)NC3CCCCC3)ccc2F)c1C
→ 3.1	19	16	-0.1
- CCCCN(CCCC)CCCNC(=O)C1Cc2ccccc2CN1S(C)(=O)=O (stereo not given)
→ -0.3	8	14	0.0
- COc1nn(C)cc1-c1nnc(SCC(=O)N(C)c2ccccc2)n1C
→ -1.2	13	9	0.7
- COc1ccc(N2CC(C(=O)OCC(=O)Nc3ccccc3F)CC2=O)cc1 (stereo not given)
→ -0.2	-4	5	0.0
- CC(C)(C)NCC(=O)Nc1c2c(nc3ccccc13)N(Cc1ccccc1)CC2
→ 4.2	14	64*	0.1
- COc1ccccc1NC(=O)c1c(C)c(-c2ccc(Cl)cc2)nc2ccccc12
→ 0.0	2	-6	-0.1
- O=C(Cc1cn(-c2ccc(Nc3cnccn3)nn2)c2ccccc12)NCc1ccccc1
→ -0.4	1	9	-0.1
- C=CCc1ccccc1OCCOc1c(Br)cc(/C=C2/C(=N)N3N=C(CC)SC3=NC2=O)cc1OC
→ 1.9	-9	7	0.2
- OCCN1CCN(c2ncc(-c3cccc(OC(F)(F)F)c3)n3ccnc23)CC1
→ 0.5	4	0	-0.3
- CCn1cc(C(=O)NN)c(=O)c2cc(F)c(N3CCSCC3)cc21
→ -0.9	3	16	0.0
- COc1ccc(C(=O)Oc2coc(CSc3nc(C)cs3)cc2=O)c(OC)c1
→ 0.1	-5	23	0.0
- O=C(CN1CCCCCC1)N1C2CCC1CC(O)(c1ccncc1)C2 (stereo not given)
→ 0.0	3	-4	0.0
- CS(=O)(=O)CCOC(=O)Nc1ccc(Cl)c(Cl)c1
→ 0.3	-3	1	-0.1
- CCCOc1ccc(NC(=O)CC2C(=O)N(CC)C(=S)N2CCNC(C)=O)cc1 (stereo not given)
→ 0.4	-1	10	0.1
- CCOc1ccc(C)cc1S(=O)(=O)NCC1CCN(C(C)C)CC1
→ -0.3	4	-8	0.0
- CCc1cc(=O)oc2cc(O)c(Cl)cc12
→ -0.8	7	-1	0.0
- CCSc1nnc(NC(=O)/C=C/c2ccc([N+](=O)[O-])cc2)s1
→ -1.1	-2	2	0.1
- CCOc1ccc(NC(=O)C(=O)Nc2ccc3nc4n(c(=O)c3c2)CCCCC4)cc1
→ -0.4	-1	-3	-0.2
- COC(=O)c1ccc(Nc2nnc(-c3ccc(C)c(S(N)(=O)=O)c3)c3ccccc23)cc1
→ 0.1	6	11	0.0
- O=C(O)CC(Cn1cnnn1)c1ccccc1 (stereo not given)
→ -0.9	-14	-8	-0.3
- O=C(CN1C(=O)C2CC=CCC2C1=O)N1CCOCC1 (stereo not given)
→ 0.2	-2	11	0.0
- O=C(NCC(c1ccc2c(c1)OCO2)N1CCOCC1)C(=O)Nc1ccccc1 (stereo not given)
→ -0.6	-4	14	0.1
- Nc1nc(SCC(=O)Nc2nccs2)nc2sc3c(c12)CCCC3
→ 0.0	6	11	0.2
- C=CCN(C(=O)Cn1c(C(=O)OC)cc2oc(C)cc21)c1ccccc1
→ -1.0	10	14	0.3
- O=S(=O)(NCCc1ccccc1)c1cc(Cl)ccc1Cl
→ 0.0	1	-21	-0.1
- O=C(Cc1ccccc1Cl)NCCn1cnc(-c2ccccc2)cc1=O
→ -0.2	-3	10	0.1
- CCOC(=O)c1c(NC(=O)CSc2nnnn2-c2ccc(OC)cc2)sc(-c2ccccc2)c1C
→ -0.4	-3	-2	0.0

# Next section
molecule	GPR151 activ	TEAD-YAP block	MITF inh	FBW7 act
CC(=O)c1cccc(-c2nc(C(=O)NCCCN3CCCC3=O)cs2)c1	-0.8	-7	-1	-0.1
CC(Oc1ccc(F)cc1)C(=O)N1CCN(c2ccc3nnc(C4CC4)n3n2)CC1 (stereo not given)	-0.2	8	14	0.4
c1cnc2ccc(CNc3nc4nonc4nc3N3CCOCC3)cc2c1	-0.4	-2	6	0.0
C=CCSc1nnc2c(n1)OC(c1cccc(OC(C)=O)c1)N(C(C)=O)c1ccccc1-2 (stereo not given)	0.4	8	22	0.4
Cc1cc(C)c2nc(C)cc(NCc3ccco3)c2c1	-0.2	13	20	-0.1
Cc1sc2nc(-c3ccccc3Cl)n(Cc3cccc(F)c3)c(=O)c2c1C	0.4	11	3	-0.1
Cc1nc(N2CCCCC2C(N)=O)c2c3c(sc2n1)CCC3 (stereo not given)	-1.1	-6	0	-0.6
CCCCC(CC)CNC(=O)CCCCCN1C(=O)c2ccccc2C1=O (stereo not given)	0.4	-2	-18	0.1
COCCNC(=O)c1ccccc1NS(=O)(=O)c1ccc(OC)c(Br)c1	-0.6	-7	-11	-0.3
CC(C)(C)C(=O)NC1CCN(C(=O)Nc2cccc(Cl)c2)CC1	-0.9	-2	7	0.1
Cn1nnnc1SCC(=O)N1CCN(C(=O)c2ccco2)CC1	0.7	12	7	0.0

# Single records, from the list above:
# c1cnc2ccc(CNc3nc4nonc4nc3N3CCOCC3)cc2c1 reads GPR151 activ = -0.4; TEAD-YAP block = -2; MITF inh = 6; FBW7 act = 0.0
# O=C(CN1CCCCCC1)N1C2CCC1CC(O)(c1ccncc1)C2 (stereo not given) reads GPR151 activ = 0.0; TEAD-YAP block = 3; MITF inh = -4; FBW7 act = 0.0
